# EBNA-1 inh – EBNA-1 DNA-binding inhibitors, primary screen, biochemical, fluorescence polarization. actives 0.34% (n = 300,000). inhibition, % at 14.8 µM. AID 1950, 2009; in the data active means inhibition above about 28%
# CR mimetic SO – reduction of superoxide in aged yeast, primary screen, HTS. S. cerevisiae aged cells, superoxide DHE fluorescence; active compounds read low. superoxide response (% of plate mean), % at 10 µM. actives 0.18% (n = 330,000). AID 2690, 2010;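 active means superoxide response under a set limit, about three screen SD below normal, cut at about 65% in these data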;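 further: yeast aged for seven days with compound at 30 °C before DHE staining; 100% = average MFI of all compound-treated wells on the plate with controls excluded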
# JMJD2C inh – inhibitors of GASC-1 histone demethylase, primary screen, biochemical, fluorescence, DELFIA europium | AID 2099, 2009 | inhibition, % at 2.35 µM | actives 0.069% (n = 330,000) | GST-JMJD2C(1-420) H3K9me3 demethylation | Lysine-specific demethylase 4C (Homo sapiens), Q9H3R0;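 active means more than half of a compound's replicate wells show inhibition beyond 50%, single wells judged on their own value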;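 further: signal counts dimethyl H3K9 product captured on neutravidin plate; 0% = median of DMSO wells and 100% = 0.3 times that DMSO median; strong numbers were not always called active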
# PP1 counter – PP1-alpha phosphatase inhibitors, primary screen, counter-screen for PP5 inhibitor project, biochemical, fluorescence, OMFP substrate, single point. purified PP1alpha. inhibition, % at 6.7 µM. actives 0.9% (n = 320,000). AID 2235, 2010;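 active means inhibition above the mean inhibition of all tested compounds plus 3 SD, computed separately for each screening campaign, cut at about 15% in these data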
# Target sequence (P62136 whole entry, looked up): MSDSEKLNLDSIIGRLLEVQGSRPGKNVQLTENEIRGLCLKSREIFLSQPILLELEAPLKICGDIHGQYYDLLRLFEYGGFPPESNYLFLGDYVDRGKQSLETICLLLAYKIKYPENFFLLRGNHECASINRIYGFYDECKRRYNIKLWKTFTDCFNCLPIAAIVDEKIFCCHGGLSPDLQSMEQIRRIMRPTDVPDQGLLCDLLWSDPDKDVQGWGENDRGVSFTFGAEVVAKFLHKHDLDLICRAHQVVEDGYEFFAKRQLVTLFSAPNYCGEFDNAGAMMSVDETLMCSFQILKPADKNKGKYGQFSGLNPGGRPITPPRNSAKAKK
# PP5 inh – PP5 phosphatase inhibitors, primary screen, biochemical, fluorescence. Serine/threonine-protein phosphatase 5 (Homo sapiens), P53041. purified PP5c, OMFP substrate fluorescence. inhibition, % at 6.7 µM. actives 0.18% (n = 320,000). AID 1987, 2009;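 active means inhibition above the campaign's mean inhibition across all tested compounds plus 3 SD, cut at about 9.5% in these data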;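 further: 0% = DMSO only and 100% = 100 µM cantharidin control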
# Target sequence (P53041 whole entry, looked up): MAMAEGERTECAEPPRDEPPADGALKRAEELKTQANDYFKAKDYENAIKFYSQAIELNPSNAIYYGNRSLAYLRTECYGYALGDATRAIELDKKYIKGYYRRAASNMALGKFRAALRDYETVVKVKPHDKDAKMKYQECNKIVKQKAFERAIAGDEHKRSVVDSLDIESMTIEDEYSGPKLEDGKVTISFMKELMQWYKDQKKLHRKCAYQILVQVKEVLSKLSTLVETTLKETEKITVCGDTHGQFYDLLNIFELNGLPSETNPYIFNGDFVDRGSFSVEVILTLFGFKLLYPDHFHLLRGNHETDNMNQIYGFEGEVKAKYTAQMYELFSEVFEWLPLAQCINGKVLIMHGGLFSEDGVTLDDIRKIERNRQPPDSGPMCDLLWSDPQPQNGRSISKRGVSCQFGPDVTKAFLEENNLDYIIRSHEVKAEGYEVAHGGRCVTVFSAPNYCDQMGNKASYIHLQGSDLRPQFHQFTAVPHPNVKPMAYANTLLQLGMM
# Fh CTSL1 inh – Fasciola hepatica cathepsin L1 inhibitors, primary screen, counter-screen for PFM18AAP inhibitor project, biochemical, QFRET, fluorogenic peptide substrate. recombinant F. hepatica cathepsin L1, Z-Leu-Arg-MCA fluorescence. inhibition, % at 5.96 µM. actives 0.49% (n = 300,000). AID 1906, 2009;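 active means inhibition above the mean of all tested compounds plus 3 SD, set per screening campaign, cut at about 17% in these data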;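 further: 0% = plate median of test compound wells and 100% = 1 µM Z-Phe-Ala-diazomethylketone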
# core dimer inh – inhibitors of HCV core protein dimerization, primary screen, biochemical, TR-FRET, high-throughput | TR-FRET GST/Flag-core106 dimerization, 1536-well | inhibition, % at 5 µM | actives 0.33% (n = 300,000);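 active means inhibition above the mean of all tested compounds plus 3 SD, set per screening campaign, cut at about 45% in these data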
#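 System – GST-tagged and Flag-tagged HCV core protein residues 1-106 · Repeats – one well for each compound · Technique – TR-FRET 671 and 617 nm emission · Doses – one concentration, 5 µM, in 0.5% DMSO · Times – 4 h, 22.5 °C incubation · Also added – Eu donor and XL665 acceptor anti-tag antibodies · Measure – percent inhibition of core106 dimerization signal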
# TPT1 inh – Candida albicans TPT1 enzyme inhibitors, primary screen, biochemical, fluorescence polarization | tRNA 2'-phosphotransferase TPT1 (Candida albicans SC5314) | recombinant caTPT1, FP RNA substrate dephosphorylation | inhibition, % at 5 µM | actives 0.81% (n = 300,000) | AID 1962, 2009;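 active means inhibition above the mean of all tested compounds plus 3 SD, set per screening campaign, cut at about 24% in these data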;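 further: plate controls were DMSO alone for no effect and ferristatin control at 100 nM for full effect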
# ZTA DNA inh – counter-screen for EBNA-1 inhibitors: inhibitors of Epstein-Barr virus ZTA; actives 0.15% (n = 320,000); ZTA-DNA binding, fluorescence polarization; P03206; inhibition, % at 11 µM; AID 2234; in the data active means inhibition above about 33%
# Target sequence (P03206 whole entry, looked up): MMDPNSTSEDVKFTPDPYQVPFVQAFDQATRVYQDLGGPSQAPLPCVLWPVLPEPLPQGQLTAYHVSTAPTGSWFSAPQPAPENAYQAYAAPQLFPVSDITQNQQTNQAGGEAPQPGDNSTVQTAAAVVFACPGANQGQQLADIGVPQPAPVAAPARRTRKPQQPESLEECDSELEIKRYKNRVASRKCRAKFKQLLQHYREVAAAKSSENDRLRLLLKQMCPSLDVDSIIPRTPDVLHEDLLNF
# Starred values were filed as active, the others as inactive; . = no result given.
no.	structure	EBNA-1 inh	CR mimetic SO	JMJD2C inh	PP1 counter	PP5 inh	Fh CTSL1 inh	core dimer inh	TPT1 inh	ZTA DNA inh
1	COC(=O)CSc1nc2ccc(NC(C)=O)cc2s1	-5	117	39	-2	-0.3	0	-4	-1	-4
2	CC(NC(=O)c1ccc(S(=O)(=O)N(C)C)cc1)c1ccccc1 (configuration not stated)	-4	109	16	-1	0.8	-3	-7	-4	-19
3	CCN1C(=O)c2cccc3cccc1c23	-1	109	4	-1	-1.7	6	-3	-2	-3
4	O=C(CN1CCN(c2ncccn2)CC1)NCc1ccc2c(c1)OCO2	-3	72	-4	-1	2.1	-1	-1	-1	4
5	Cc1c(C=O)c2ccccc2n1CC(=O)NCc1ccccc1	-23	114	5	0	2.7	-3	3	1	-10
6	O=C(O)Cn1nnnc1SCC(=O)Nc1ccc(F)cc1F	-1	99	-9	-2	-1.0	-4	1	-4	16
7	NC(=O)NC(=O)COC(=O)/C=C/c1cccs1	-5	112	5	-5	3.3	-3	1	0	-3
8	O=C(CC1Nc2ccccc2NC1=O)c1ccccc1 (configuration not stated)	-2	98	3	2	-1.2	4	-19	73*	-10
9	O=C(N/N=C1\CC2CC=CC12)c1ccc(COc2ccccc2)cc1 (configuration not stated)	1	87	-6	3	2.7	2	10	0	-4
10	CC(=O)c1cccc(NC(=S)NC(=O)c2ccccc2)c1	-12	93	0	2	-0.9	3	0	3	5
11	CC(=O)c1cccc(NC(=O)c2ccc3c(Cl)c4c(nc3c2)CCCC4)c1	1	109	-8	-3	3.6	-3	2	0	14
12	c1ccc2c(Nc3nc(N4CCOCC4)c4ccccc4n3)cccc2c1	-5	105	-1	6	2.9	4	4	-1	-4
13	O=C(Nc1nccs1)C1CCN(S(=O)(=O)c2ccc(F)cc2)CC1	4	93	11	6	0.7	-3	-4	-7	14
14	COc1ccccc1CNC(=O)COC(=O)c1ncc(Cl)c(Cl)c1Cl	1	118	-5	0	-0.4	-5	3	2	-3
15	c1cncc(-c2nc(N3CCOCC3)c3c4c(sc3n2)CCC4)c1	13	90	-6	2	-0.6	1	7	-1	14
16	COc1ccc([C@@H]2[C@H]3C(=O)N(c4cccc(C(F)(F)F)c4)C(=O)[C@H]3ON2C)cc1	-5	106	10	2	1.1	3	-2	1	-11
17	COc1ccc(CCNC(=O)CSc2cn(Cc3cccc(C)c3)c3ccccc23)cc1OC	-1	94	1	3	3.5	1	3	-1	-3
18	COc1ccc(N2CCN(CCS(=O)(=O)c3cc(Cl)ccc3Cl)CC2)cc1	.	103	9	-1	1.6	.	.	.	18
19	CCn1c(CCCOc2ccc(Cl)cc2Cl)n[nH]c1=S	-10	90	89	2	-1.0	1	-1	-1	-7
20	COc1ccc(/C=C2\SC(=N)N(c3ccc(F)cc3)C2=O)cc1OC	-14	111	0	2	4.6	2	9	7	2
21	COC(=O)c1c(C)[nH]c(C=O)c1-c1ccccc1	5	100	-6	-2	0.4	2	4	0	-10
22	COc1ccc(NC(=O)c2ccc(-c3ccc(OC)cc3)s2)cc1	-14	100	13	1	0.1	-3	3	-1	-1
23	O=C(c1noc2c1CCCC2)N1CCC(CO)(Cc2ccccc2Cl)CC1	-21	87	-9	1	3.5	-1	7	0	-5
24	COCC(=O)Nc1cc(C(=O)Nc2ccccc2C)ccc1Cl	3	92	1	-3	0.6	2	2	-3	-2
25	O=C(NNC1CC(=O)N(c2ccc(Br)cc2)C1=O)c1cccnc1 (configuration not stated)	-1	128	2	4	1.7	-2	-1	1	10
26	C/C(CC(=O)NC(C)(C)C)=N\NC(=O)c1ccccc1N	-2	88	2	0	-0.7	0	-1	-11	4
27	CC(C(=O)O)N1CCCCC1 (configuration not stated)	9	100	11	-2	0.2	-1	1	-2	7
28	Cc1cc(OC(C)C(=O)Nc2cccnc2)ccc1Cl (configuration not stated)	6	77	-4	0	0.2	0	-1	-1	-3
29	CC(C)OC(=O)c1c(NC(=O)CCC(=O)O)sc2c1CCCCC2	0	94	6	-2	-0.9	4	-4	-1	-5
30	COc1ccc(OCc2nnc(SCC(=O)NC3CC4CCC3C4)o2)cc1 (configuration not stated)	-6	101	-28	-1	-1.2	-8	-3	1	-12
31	CN(C(=O)COC(=O)c1cccc(S(=O)(=O)N2CCCCCC2)c1)C1CCS(=O)(=O)C1 (configuration not stated)	0	104	10	-5	-0.4	-2	-1	-1	1
32	O=C(O)c1cc(-c2ccc(Cl)c(Cl)c2)n(-c2ccc(F)cc2)n1	1	100	2	53*	-0.1	-2	13	1	4
33	NC(=O)N/N=C/c1ccc(OCc2cccc(Cl)c2)cc1	8	116	-1	0	-0.7	-1	-3	-3	12
34	O=C(Nc1ccc2ccccc2c1)c1cccc(F)c1	-9	100	-2	3	3.6	4	2	4	-3
35	COC(=O)c1cc(NC(=O)CN2C(=O)C(=O)N(C3CCCC3)C2=O)cc(C(=O)OC)c1	.	84	-7	-3	3.1	.	.	.	-4
36	Cn1ncc(Br)c1NC(=O)Nc1ccc(OC(F)(F)F)cc1	-8	105	15	5	1.6	11	-5	0	-18
37	O=C(NC1CCCCC1)c1ccc(-c2cccc([N+](=O)[O-])c2)o1	2	106	-16	1	-3.2	2	3	2	6
38	CC(=O)CCSc1nnc(-c2cccc(S(=O)(=O)N3CCOCC3)c2)o1	-3	97	0	-4	1.5	2	-4	1	-10
39	CCc1cc(=O)oc2cc(C)cc(OC(C)C(=O)NCCCN3CCCC3=O)c12 (configuration not stated)	2	92	9	-2	0.5	1	0	-4	9
40	Cc1ccccc1OCCSCc1nc2ccccc2[nH]1	5	88	-3	-1	-1.3	3	2	0	3
41	Nc1[nH]c(=O)[nH]c(=O)c1N=Nc1ccccc1Cl	2	185	-4	-1	-1.9	4	-19	-7	4
42	CC(C)CN(C(=O)COC(=O)c1ccc(Cl)nc1)c1c(N)n(Cc2ccccc2)c(=O)[nH]c1=O	-8	89	1	-1	-0.5	-2	-3	-5	-9
43	Cn1cnc(S(=O)(=O)Nc2cc(C(F)(F)F)ccc2N2CCOCC2)c1	2	94	3	-3	-1.2	1	-5	-4	5
44	COc1ccc(NC(=O)C(c2cc3c(cc2[N+](=O)[O-])OCO3)N(C)Cc2ccccc2)cc1 (configuration not stated)	22	104	3	-1	0.5	6	17	-1	1
45	CC(C)C(=O)Nc1ccc(NC(=O)c2ccc(COc3ccccc3)cc2)cc1	-3	109	4	-2	1.3	3	8	1	21
46	COc1ccc(C(C)=O)cc1CN1C(=O)NC2(CCCCCC2)C1=O	5	90	0	1	-1.5	5	-3	-4	-7
47	CC1CN(S(=O)(=O)c2ccc(NC(=O)c3ccco3)cc2)CC(C)O1 (configuration not stated)	6	104	.	-3	-1.1	0	-1	-2	-4
48	COC(=O)c1cn(NC(=O)c2cc(OC)cc(OC)c2)c(=O)c2ccccc12	12	100	1	-2	1.6	1	9	-5	12
49	CCCCc1ccc(NC(=O)N[C@H](C(=O)O)C(C)CC)cc1 (some centres not stated)	1	98	7	-2	-1.9	4	5	1	2
50	O=C(/C=C\Nc1ccc2c(c1)OCO2)c1ccc(Cl)s1	4	94	1	-4	-2.0	0	10	25*	8

# Pulled by structure from the entries so far:
no.	structure	EBNA-1 inh	CR mimetic SO	JMJD2C inh	PP1 counter	PP5 inh	Fh CTSL1 inh	core dimer inh	TPT1 inh	ZTA DNA inh
40	Cc1ccccc1OCCSCc1nc2ccccc2[nH]1	5	88	-3	-1	-1.3	3	2	0	3
43	Cn1cnc(S(=O)(=O)Nc2cc(C(F)(F)F)ccc2N2CCOCC2)c1	2	94	3	-3	-1.2	1	-5	-4	5
46	COc1ccc(C(C)=O)cc1CN1C(=O)NC2(CCCCCC2)C1=O	5	90	0	1	-1.5	5	-3	-4	-7

# Other results follow.
no.	structure	EBNA-1 inh	CR mimetic SO	JMJD2C inh	PP1 counter	PP5 inh	Fh CTSL1 inh	core dimer inh	TPT1 inh	ZTA DNA inh
51	O=C(NCCC1=CCCCC1)C(=O)c1c[nH]c2ccccc12	1	116	-7	2	0.8	3	-4	0	-1
52	Cc1ccc(-n2nnnc2-c2ccco2)cc1	1	99	-17	-5	0.0	7	-13	7	10
53	Cc1noc(C)c1C(=O)Nc1ccc(F)c(F)c1	-10	111	-6	2	4.4	-4	0	7	7
54	COc1ccc(-c2nc(C#N)c(NCCN(C)C)o2)cc1	-1	98	5	-1	-1.5	4	11	-2	5
55	Cc1ccc(NC(=O)C2CC(=O)N(C(C)C)C2)cc1Cl (configuration not stated)	3	104	-1	2	-0.4	0	4	-1	12
56	Cc1ccccc1Nc1nc(N)nc(CSc2nc3ccccc3s2)n1	13	97	-1	-1	-0.3	-3	0	-2	-6
57	CC(C)OCc1c(C(=O)OC/C(O)=C(\C#N)c2nc3ccccc3[nH]2)oc2ccccc12	5	102	-8	-1	1.3	-3	23	5	-17
58	O=C(Nc1cnccn1)c1cccs1	-6	135	-13	0	2.5	-7	3	-2	-8
59	O=C(O)CCCCCNCc1c(Cl)cccc1Cl	-4	105	3	0	-1.6	-6	2	2	7
60	CC(CNC(=O)COc1ccccc1)OC(=O)Nc1ccc(Cl)c(Cl)c1 (configuration not stated)	-5	107	3	1	3.4	1	-5	0	-10
61	COC(=O)C1=C(C)N(C)C(C)=C(C(=O)OC)C1c1ccc(F)c(Br)c1	6	90	-20	2	3.8	3	-3	-2	-10
62	Cn1c(SCc2cccc(C(F)(F)F)c2)nnc1-c1ccco1	-13	95	0	-3	2.4	0	-9	1	7
63	NC(=O)c1ccccc1NC(=O)C(c1ccccc1)c1ccccc1	-1	108	9	2	4.2	-1	2	0	6
64	Cc1cccc(N2CCN(C(=O)Cn3cccc3)CC2)c1C	-21	109	1	-1	0.7	1	10	2	9
65	COc1cccc(CNC(=O)Cc2ccc(S(=O)(=O)N3CCOCC3)s2)c1	-9	119	-15	-4	4.5	-2	3	5	-4
66	CC1CCN(S(=O)(=O)c2ccc3c(ccn3CCC(=O)N3CCCCC3)c2)CC1	5	119	-25	2	3.5	1	1	-1	-9
67	CC(C)CN1C(=O)C(=O)N(CC(=O)N(C)CC(=O)Nc2ccc(F)cc2)C1=O	.	89	-4	-8	-0.6	.	.	.	9
68	CC(C)c1c(Cl)c(O)c(-c2ccccc2)c(=O)n1-c1ccc(F)cc1	-8	122	5	10	3.7	3	2	0	4
69	O=C(COC(=O)COc1ccccc1F)Nc1ccc(Cl)cn1	5	104	3	-5	2.5	-17	-3	0	19
70	COc1cccc(C(=O)/C=C/Nc2cc(C)ccc2O)c1	0	99	5	-2	1.0	4	-9	6	-4
71	CCOCCn1ccc2c(OCC(=O)Nc3ccc(OC)c(OC)c3)cccc2c1=O	9	101	4	-1	0.9	2	-1	0	8
72	COc1ccc(Br)cc1S(=O)(=O)NCCCN1CCOCC1	-1	106	.	-4	-0.9	5	1	-5	-5
73	COc1ccc2c(c1)C(C)=CC(C)(C)N2C(=O)Nc1ccccc1	-2	82	-10	0	3.3	0	-13	-1	-6
74	Cn1ncc(Br)c1NC(=O)CSc1ccc(Cl)cc1	-2	90	.	-3	-0.7	1	-1	3	-15
75	CC(C)[C@H](NC(=O)NCCc1ccccc1)C(=O)O	-16	101	5	-3	1.7	0	-3	0	7

# Compound activity: PubChem, several laboratories

# Not a hit list. About 3.1% of those tested had a hit in this group.
